Hsp70 displacement = Hsp70 inhibitors, probe displacement, primary screen, biochemical, fluorescence polarization (AID 583); Hsp70 fluorescence polarization probe displacement, mP; higher % means a stronger effect; displacement, % at 20 µM; hits with a dose series show IC50 in µM; actives 0.06% (n = 140,000); in the data active = displacement above about 50%;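 also: plate controls were vehicle for no effect and reference ligand for full effect; a part of the inactive calls stands beside numbers as strong as those of hits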
MKP-3 inhibition = inhibition of rat DUSP6 enzyme activity – biochemical, in vitro, primary screen (AID 425); recombinant MKP-3 phosphatase activity, fluorescence; higher % means a stronger effect; one-dose inhibition, % at 20 µM; IC50 in µM for titrated hits; actives 0.17% (n = 110,000); in the data active = inhibition above about 50%;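 also: plate controls were vehicle for no effect and reference inhibitor for full effect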
The depositor's hits bear a star; · = not tested or not shown; & = joins results of further samples. Only part of the results is shown. The share of hits here may be higher or lower than overall.

Hsp70 displacement	MKP-3 inhibition	SMILES
-1.1%	2%	Cc1ccc(NC(=O)CSc2nc3ccccc3c(=O)n2CCCC(=O)N2CCCC2)cc1
-3.1%	1%	CCn1c(C)nc2cc(C(=O)OCCC(F)(F)F)ccc21
3.4%	2%	Cc1cc(C)c(C#N)c(N2CCN(CCOc3ccc(Cl)cc3)CC2)n1
5.6%	·	COc1ccc(-c2nc(-c3ccccc3)c(-c3cc([N+](=O)[O-])ccc3C)[nH]2)cc1OC
3.2%	-3%	OCCNc1nc(-c2ccccc2)c2ccccc2n1
6.6%	-17%	COc1ccccc1NC(=O)N1CCc2[nH]c3ccc(F)cc3c2C1
6.2%	15%	C=CCOc1c(Cl)cc(/C=C2/C(=O)NN(c3cccc(Br)c3)C2=O)cc1OC
-0.1%	-2%	CC(C(=O)Nc1ccc(-c2nc3ccccc3s2)c(O)c1)(c1ccccc1)c1ccccc1
-2.1%	-4%	CCc1ccc(-c2nc3cc(NS(=O)(=O)c4ccccc4)ccc3o2)cc1
1.5%	2%	CCOC(=O)c1ccc(NC(=O)c2cnccn2)cc1
3.3%	-3%	COc1ccc(S(=O)(=O)N(C)C2CCCCC2)cc1
1.5%	1%	COC(=O)C1=CN(Cc2ccc(C)cc2)C=C(C(=O)OC)C1c1ccc(F)c(F)c1
8.1%	·	O=C1c2ccccc2C(=O)N1CCSc1ccccc1
-1.1%	-2%	CCc1nc(N[C@@H](Cc2c[nH]c3ccccc23)C(=O)O)c2oc3ccccc3c2n1
-3.4%	·	Cc1cc(=O)[nH]c(SCc2nnc(-c3ccccc3)o2)n1
1.1%	-6%	COCCn1c(SCC(=O)N2CCCc3ccccc32)nc2cccnc21
1.9%	8%	O=[N+]([O-])c1ccc(COc2ccccc2/C=N/Nc2nc3ccccc3s2)cc1
10%	13%	Cc1nn(-c2ccc(F)cc2F)c2c1-c1nc(N3CCCC3)ncc1CC2
3.9%	·	N#Cc1ncc(C(F)(F)F)cc1Sc1ccccc1N
-7.2%	2%	COc1cc(/C=N/O)ccc1Oc1ccc([N+](=O)[O-])cn1
3.9%	4%	COCC(=O)N/N=C/c1ccc(Sc2ccccn2)o1
0.1%	0%	O=C(O)C1C2C=CC(O2)C1C(=O)NCc1ccc(Cl)c(Cl)c1 (stereo not given)
1.8%	1%	CC(=O)Nc1nonc1-c1nc2ccccc2n1Cc1ccc([N+](=O)[O-])cc1
2.8%	1%	O=C(NCCO)c1ccc2c(c1)S(=O)(=O)c1ccccc1C2=O
·	-2%	COc1ccc(S(=O)(=O)N2CCC(C(=O)Nc3c(F)cccc3F)CC2)cc1
3.0%	-11%	Cc1cccc(C(=O)N2CCN(C(=O)c3cccc(C)c3)C(C)C2)c1 (stereo not given)
-1.2%	-5%	COc1ccccc1N1C(N)=NC(N)=NC1(C)C
-2.4%	10%	Cc1cc(=O)[nH]c(SCc2cc(=O)n3nc(C)sc3n2)n1
-1.7%	4%	CCOc1c(/C=C(\C#N)C(N)=O)c2ccccc2n1CC
8.9%	4%	Cc1ccc2nc(SCC(=O)N3CCCC3)[nH]c2c1
3.2%	2%	COc1cccc(NC(=O)CSC(N)=O)c1
-2.2%	0%	CC1=C(C(=O)OCCOc2ccccc2)C(c2cccc([N+](=O)[O-])c2)C2=C(CCCC2=O)N1 (stereo not given)
12%	·	c1ccc(NC2=NCCCCS2)cc1
1.8%	2%	CN=c1sc2ccccc2n1CC(O)COCc1ccco1 (stereo not given)
-7.5%&-1.8%	-14%&2%	O=C(/C=N\O)NCCCNCc1ccccc1
-2.2%	-4%	COc1ccc(CNC(=O)CN(CC2CCCO2)C(=O)CNS(=O)(=O)c2ccc(F)cc2)cc1 (stereo not given)
2.6%	1%	CCN(CC)c1ccc(NC(=O)c2ccc(C)c([N+](=O)[O-])c2)cc1
2.7%	-7%	Cc1ccc(NC(=O)c2ccc3c(c2)N(CC(=O)N2CCCCC2)C(=O)C(C)(C)O3)cc1
0.0%	2%	CC(=O)N1CCN(c2ccc(C(=O)c3ccccc3)cc2F)CC1
2.8%	·	CC(=O)C1=C(O)C(=O)N(CCNCCO)C1c1ccccc1 (stereo not given)
-0.8%	-7%	Cn1c(/C(C#N)=C(\O)CN2CCN(Cc3ccccc3)CC2)nc2ccccc21
3.0%&-0.6%	-4%&4%	ON1C(c2ccccc2)CC2(O)c3nonc3CCC12 (stereo not given)
1.0%	·	CCCc1nnc(NC(=O)CN2C(=O)c3ccccc3C2=O)s1
-3.0%	-5%	CN(C1CCCCC1)S(=O)(=O)c1ccc(NC(=O)c2ccco2)cc1
9.2%	1%	CC(C(=O)O)N1C(=O)/C(=C/c2cccc(Br)c2)SC1=S (stereo not given)
-4.9%	0%	CC(=O)/C=C/c1oc2ccc([N+](=O)[O-])cc2c1-c1ccc(C)o1
-24%	-10%	Cc1ccc2nc(NC(=O)C3CCCN(S(=O)(=O)c4cccc5nsnc45)C3)sc2c1 (stereo not given)
-35%	0%	Oc1ccccc1N=Cc1sc2ccccc2c1O
-6.4%	·	CCCCN1C(=O)c2ccc(C(=O)Nc3cccc(C)c3C)cc2C1=O
-5.7%	0%	O=C(O)c1ccc(S(=O)(=O)NCC2CCCO2)cc1 (stereo not given)
2.3%	·	CCC(C)C(NC(C)=O)C(=O)NC(=O)NC(c1ccccc1)c1ccccc1 (stereo not given)
1.6%	-17%	COc1ccc(NC(=O)Nc2c(C)n(-c3ccccc3)c(=O)n2C)cc1OC
20%	1%	COc1cc(/C=N/N2C(=O)c3ccc4c5c(ccc(c35)C2=O)CC4)ccc1O
2.4%	·	CCN1C(=O)N(c2ccc(Cl)cc2)C(C)=CC1(C)C
-1.3%	-14%	CN(Cc1ccccc1)Cc1nc2c(c(=O)n(C)c(=O)n2C)n1Cc1ccccc1Cl
3.2%	22%	O=c1[nH]c(/C=C/c2ccccc2[N+](=O)[O-])nc2ccccc12
-5.2%	·	COc1ccc2[nH]c(=O)c(CN(CCc3ccccc3)C(C)=O)cc2c1
1.0%	·	CCN(CC)CCNc1c2c(c(C#N)c3nc4ccccc4n13)CCCC2
-2.7%	5%	CN(C)c1ccc(/C=C2\C(=O)c3cccc([N+](=O)[O-])c3C2=O)cc1
2.6%	-15%	Cc1ccc2cc(CN(Cc3nnnn3C3CCCCC3)CC3CCCO3)c(=O)[nH]c2c1 (stereo not given)

Later entries:
Hsp70 displacement	MKP-3 inhibition	SMILES
-0.5%	-5%	CCCn1c2c(c(O)c(C(=O)Nc3ncccc3O)c1=O)CCCC2
3.2%	6%	O=[N+]([O-])c1cccc(NS(=O)(=O)/C=C/c2ccccc2)c1
0.0%	3%	CCCCS(=O)(=O)c1sc2nc(C)cc(C)c2c1N
1.0%	-3%	CCc1ccc(-c2cc(C(=O)N3CCN(C)CC3)c3ccccc3n2)cc1
-4.9%	-3%	CC(=O)O[C@H]1CSC[C@H]1NC(=O)c1ccccc1
3.3%	2%	O=c1c2cc(N3CCOCC3)ccc2[nH]c(=S)n1CC1CCCO1 (stereo not given)
-2.1%	·	CC1CCCC(C)N1C(=O)COC(=O)c1ccc(O)cc1 (stereo not given)
-1.6%	1%	C=CCOc1ccc(/C=C2\C(=O)NC(=O)N(c3ccccc3)C2=O)cc1Br
-3.2%	2%	CC(=O)c1cccc(NC(=O)N2CCCC2C(=O)Nc2cccc(C)c2)c1 (stereo not given)
-2.8%	3%	COc1cc(/C=N/NC(=O)Cc2n[nH]c(=O)[nH]c2=O)cc(Br)c1O
-0.1%	-2%	Cc1ccc(NC(=O)COc2ccc(Cl)c(C)c2)c([N+](=O)[O-])c1
2.8%	6%	COc1ccc(NC(=O)CSc2nc(C)cc(C(F)(F)F)n2)cc1
-0.3%	-1%	CC(C)c1nnc(NC(=O)CN(C)S(=O)(=O)c2ccc3c(c2)OCCO3)s1
8.1%	1%	COc1cccc(OCc2nc(-c3ccccn3)no2)c1
6.0%	-14%	O=C(CNC(=O)c1ccco1)OCc1c(F)cccc1Cl
14%	-3%	CCOC(=O)c1cc2cc(-c3c(C(=O)OCC)oc4cc(O)cc(O)c4c3=O)ccc2o1
0.8%	·	COc1ccc(C(O)c2nccn2C)cc1 (stereo not given)
-0.8%	·	Cc1cccc(N2CCN(C(=O)NCc3ccc(Cl)cc3)CC2)c1
4.7%	12%	COc1ccc(C(=O)c2c(C)oc3c2cc(O)c2ccccc23)cc1
-5.9%&-1.3%	2%&2%	CC1(C)CCCC2=C1CC1C(=O)N(c3ccccc3)C(=O)C1C2 (stereo not given)
-192%	·	N#C/C(=C/c1ccc(N2CCOCC2)o1)c1nc2ccccc2[nH]1
0.6%	0%	Cc1ccc2nc(NC(=O)c3cccs3)sc2c1
-2.7%	-5%	CC(C)(C)NC(=O)c1ccc2c(c1)N(CC(=O)N1CCN(c3ccc(F)cc3)CC1)C(=O)C(C)(C)O2
2.8%	·	CCCC(=O)n1nc(-c2ccccc2)nc1N
4.9%	-12%	O=C(O)c1ccc2oc(SCC(=O)N3CCCCC3)nc2c1
-5.3%	-11%	CCOc1ccccc1NC(=O)C1CCN(c2ccc(S(=O)(=O)N3CCCC3)cc2)CC1
-7.2%	1%	CCc1ccc(-n2c(C)cc(/C=C3/NC(=S)NC3=O)c2C)cc1
1.0%	-5%	CCN1CCCC1CN(Cc1cc2ccc(C)c(C)c2[nH]c1=O)C(=O)Nc1ccccc1OC (stereo not given)
-1.1%	-10%	Nc1cc(N)nc(SCC(=O)Nc2ccc3c(c2)OCCCO3)n1
0.6%	-1%	O=C(Cc1ccc(Cl)cc1)Nc1ccc2c(c1)OCCO2
6.3%	·	CN(C)S(=O)(=O)c1ccc(-c2csnn2)s1
4.4%&-2.4%	0%&0%	Nc1nnc(CC(=O)NCc2ccccc2)s1
·	-14%	O=C(CN1CCOCC1)NC1C2CC3CC(C2)CC1C3 (stereo not given)
-0.5%	0%	COCCn1c(SCC(=O)NCCc2ccccc2)nnc1-c1ccco1
-1.6%	3%	O=c1oc(COc2ccccc2Cl)nc2ccccc12
4.6%	4%	C/C(CC(=O)NCc1ccco1)=N\NC(=O)Cc1cccs1
3.2%	4%	CCOc1ccc(NC(=O)CCNc2c(N3CCCC3)c(=O)c2=O)cc1
18%	-3%	CCN(CC)S(=O)(=O)c1cccc(C(=O)NCC(=O)OCC(=O)NCc2ccccc2)c1
-2.7%&36%	5%&10%	NC(=O)c1c(N)sc2c1CCCCC2
-0.5%	4%	CCOC1(OCC)N=C(N)C2(C#N)C(c3cccc(OC)c3OC)C12C#N (stereo not given)
5.8%	-4%	Cc1cccc(-n2ncc3c(NC(C)C)ncnc32)c1
4.3%	-3%	c1ccc(OCCCN2CCCCC2)cc1
4.9%	1%	CCOc1cc(/C=C2/SC(=S)NC2=O)cc(Cl)c1OCc1ccc(Cl)cc1Cl
-1.2%	·	Cc1cccc(OCC(=O)Nc2nonc2NC(=O)COc2cccc(C)c2)c1
3.3%	0%	O=C(Nc1ccc(-c2ccc(Cl)cc2)cc1)c1sc2ccccc2c1Cl
3.0%	-5%	Cc1c(C)n(C(=O)CSc2nncn2C)c2ccccc12
0.3%	-15%	O=C(NCCOc1ccccc1)c1ccc2c(c1)OCO2
-8.9%	-6%	O=C(O)c1ccc2c(c1)nnn2C1CCCCC1
-13%	9%	COc1cc2c(C(=O)c3ccccc3)c(/C=C/N(C)C)oc2c2ccccc12
-0.2%	-7%	c1ccc(CSc2nnc(Cc3ccccn3)o2)cc1
3.2%	5%	O=C1N=c2ccc(Cl)cc2=C1c1sc(=O)n(-c2ccccc2)c1O
0.5%	-4%	Cc1ccccc1CSCC(=O)c1c(N)n(C)c(=O)n(C)c1=O
7.6%	-2%	COc1cccc(/C(O)=C2\C(=O)C(=O)N(c3ccccn3)C2c2ccccc2OC)c1 (stereo not given)
-3.6%	-13%	CCC(=O)N1CCN(c2ccc(Cl)cc2NC(=O)Cc2ccccc2)CC1
-0.2%	-1%	COc1ccc(NC(=O)/C(C#N)=C/c2cccc(O)c2)cc1
-0.4%	3%	COc1ccccc1-c1coc2cc(OC(=O)c3ccc(Cl)cc3)ccc2c1=O
-1.6%	-6%	CCOC(=O)C1=C(N)OC2=C(C(=O)CC(C)(C)C2)C1c1ccoc1 (stereo not given)

Among those listed so far, these contain an aryl thioether with sulfur outside any ring.
Hsp70 displacement	MKP-3 inhibition	SMILES
-1.1%	2%	Cc1ccc(NC(=O)CSc2nc3ccccc3c(=O)n2CCCC(=O)N2CCCC2)cc1
8.1%	·	O=C1c2ccccc2C(=O)N1CCSc1ccccc1
-3.4%	·	Cc1cc(=O)[nH]c(SCc2nnc(-c3ccccc3)o2)n1
1.1%	-6%	COCCn1c(SCC(=O)N2CCCc3ccccc32)nc2cccnc21
3.9%	·	N#Cc1ncc(C(F)(F)F)cc1Sc1ccccc1N
3.9%	4%	COCC(=O)N/N=C/c1ccc(Sc2ccccn2)o1
-2.4%	10%	Cc1cc(=O)[nH]c(SCc2cc(=O)n3nc(C)sc3n2)n1
8.9%	4%	Cc1ccc2nc(SCC(=O)N3CCCC3)[nH]c2c1
2.8%	6%	COc1ccc(NC(=O)CSc2nc(C)cc(C(F)(F)F)n2)cc1
4.9%	-12%	O=C(O)c1ccc2oc(SCC(=O)N3CCCCC3)nc2c1
-1.1%	-10%	Nc1cc(N)nc(SCC(=O)Nc2ccc3c(c2)OCCCO3)n1
-0.5%	0%	COCCn1c(SCC(=O)NCCc2ccccc2)nnc1-c1ccco1
3.0%	-5%	Cc1c(C)n(C(=O)CSc2nncn2C)c2ccccc12
-0.2%	-7%	c1ccc(CSc2nnc(Cc3ccccn3)o2)cc1

High-throughput results: PubChem BioAssay, Sanford-Burnham Center for Chemical Genomics
